PfHsp90 set2 – inhibits growth of yeast expressing Plasmodium falciparum Hsp90 | S. cerevisiae expressing PfHsp90, BacTiter-Glo ATP, 48 h; yeast lacking PDR1 and PDR3 efflux regulators | inhibition, % at 9.4 µM | actives 0.32% (n = 310,000);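 active means every replicate shows inhibition above about 80%, whatever the replicate mean, limit read from the data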;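 further: 0% = DMSO neutral controls and 100% = 20 µM radicicol positive controls; yeast relying on Plasmodium falciparum Hsp90 in place of its own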
SUMO Mot1 rescue – SUMOylation pathway inhibition by Mot1-301 growth rescue; actives 1% (n = 320,000); growth rescue, % at 18.8 µM; S. cerevisiae Mot1-301 growth rescue, ATP luminescence, 38.5C; percent above DMSO median, 100 means doubled;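 active means every valid replicate shows activation above 250% relative to neutral control wells; inactive means the rest, any valid replicate at or below 250%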;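 further: OY570 slx delta 5 strain wells were the positive control but not used for scaling; some compounds called inactive have numbers as strong as hits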
PKA-R1A activ – activators of PKA-R1A complex; PKA-R1A dissociation, Cy5-IP20 fluorescence polarization; scaled: DMSO 0%, 113 µM cGMP 100%; activation, % at 11.4 µM; actives 0.083% (n = 340,000);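 active means percent activation above the mean of all tested compounds plus 3 SD, cut at about 19% in these data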;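 further: higher means more PKAc released from R1A so a rise in polarization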
phage Ecoli inh – E. coli growth loss with phage present; growth absorbance; inhibition, % at 11.9 µM; actives 0.26% (n = 360,000); AID 651602; in the data active means inhibition above about 11%
MOR-DOR ag – agonists of human mu-delta opioid receptor heterodimerization. P35372+P41143. cells, OPRM1-OPRD1 heterodimerization, luminescence. activation, % at 9.3 µM. actives 0.3% (n = 340,000). AID 504326; in the data active means activation above about 18%;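 further: 0% = vehicle-treated cells and 100% = reference agonist; values of inactives mirror those of a sister screen read the other way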
Tat export inh – blocks Tat-dependent protein export in E. coli. E. coli MC4100 TorA-mCherry Tat export, fluorescence. inhibition, % at 10 µM. actives 0.036% (n = 340,000);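 active means mean replicate inhibition at least 50% and at least half of replicates individually reaching 50%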;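 further: exported cargo escapes ClpAP degradation while cytoplasmic cargo is degraded and loses fluorescence; 0% = median of neutral control wells and 100% = median of NaSCN control wells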
Pemphigus Ab inh – inhibitors of pemphigus antibody binding to human desmoglein-3; P32926; DSG3-coupled beads, scFv-anti-DSG3-GFP binding, flow cytometry; stronger effect = lower value; binding (percent of control), % at 10 µM; actives 0.48% (n = 310,000); AID 588358;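 active means binding more than 3 SD below its plate's average and above zero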;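 further: hits lower antibody fragment binding to DSG3; some compounds called inactive have numbers as strong as hits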
Target sequence (P32926 whole entry, looked up, the tested form may be a part): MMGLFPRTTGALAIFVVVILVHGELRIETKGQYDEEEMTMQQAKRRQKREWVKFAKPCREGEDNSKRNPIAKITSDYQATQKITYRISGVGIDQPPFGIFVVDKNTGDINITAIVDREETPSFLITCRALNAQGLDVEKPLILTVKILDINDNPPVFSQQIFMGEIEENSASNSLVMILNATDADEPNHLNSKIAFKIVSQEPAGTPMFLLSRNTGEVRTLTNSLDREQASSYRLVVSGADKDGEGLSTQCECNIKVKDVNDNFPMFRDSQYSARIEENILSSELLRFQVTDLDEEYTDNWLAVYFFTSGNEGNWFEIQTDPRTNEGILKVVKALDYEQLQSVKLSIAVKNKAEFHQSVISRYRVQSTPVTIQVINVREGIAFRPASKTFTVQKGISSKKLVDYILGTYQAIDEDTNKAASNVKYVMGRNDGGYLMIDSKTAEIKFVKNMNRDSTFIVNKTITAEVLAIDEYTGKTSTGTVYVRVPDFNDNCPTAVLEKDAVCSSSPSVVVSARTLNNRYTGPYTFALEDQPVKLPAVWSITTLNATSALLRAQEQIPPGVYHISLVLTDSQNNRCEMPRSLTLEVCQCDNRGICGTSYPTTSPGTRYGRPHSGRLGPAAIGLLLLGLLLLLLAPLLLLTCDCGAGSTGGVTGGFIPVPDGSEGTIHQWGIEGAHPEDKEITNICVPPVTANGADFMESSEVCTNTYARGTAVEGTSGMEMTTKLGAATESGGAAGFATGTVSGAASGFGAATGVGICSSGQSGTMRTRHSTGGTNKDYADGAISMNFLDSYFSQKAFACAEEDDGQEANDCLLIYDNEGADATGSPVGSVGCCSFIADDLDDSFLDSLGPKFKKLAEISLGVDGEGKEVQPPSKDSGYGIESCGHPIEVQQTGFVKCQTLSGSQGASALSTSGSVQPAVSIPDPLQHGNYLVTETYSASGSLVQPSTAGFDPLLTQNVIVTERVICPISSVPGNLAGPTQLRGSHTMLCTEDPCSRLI
AddAB inh – less growth of phage-infected E. coli with AddAB; E. coli expressing H. pylori AddAB, absorbance growth; actives 0.29% (n = 330,000); inhibition, % at 11.9 µM; in the data active means inhibition above about 12%;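 further: 0% = vehicle wells of infected cells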
MOR-DOR inv ag – inverse agonists of human mu-delta opioid receptor heterodimerization; P35372+P41143; cell-based MOR-DOR heterodimer luminescence, inverse agonism; inhibition, % at 9.3 µM; actives 0.21% (n = 340,000); AID 504357; in the data active means inhibition above about 22%, passing the limit was not always enough;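 further: 0% = cells with DMSO and 100% = wells without cells with DMSO; values of inactives mirror those of a sister screen read the other way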
Arrestin-AP2 inh – blocks beta-arrestin peptide binding to AP2 adaptin | FITC-arrestin peptide / GST-AP2 beads, flow cytometry; AP2 beta2 appendage carries R879A mutation | inhibition, % at 10 µM | actives 0.31% (n = 340,000) | AID 504490;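 active means inhibition above a set limit, near 3 SD of compounds lacking own fluorescence, cut at about 54% in these data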;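 further: plate controls were DMSO wells for no effect and 5 µM unlabelled arrestin peptide for full effect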
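System: GST-tagged AP2 beta2-adaptin appendage (R879A) on 4 µm glutathione beads / Reagent: FITC-arrestin peptide, 50 nM / Detection: HyperCyt-sampled flow cytometry, FL1 channel, ex 488/em 535 nm / Timing: 12 min plus 1 h, RT / Buffer or medium: PBS plus Tween 20 (0.05%) and BSA (0.1%)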
Ecoli viability – reduces bacterial viability in AddAB counter-screen; E. coli V3065 growth, OD600 absorbance, 18 h; inhibition, % at 11.9 µM; actives 0.27% (n = 330,000);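 active means inhibition above the campaign's mean inhibition across all tested compounds plus 3 SD, cut at about 9.9% in these data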;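 further: uninfected addAB+ strain grown without phage in ampicillin broth; 0% = DMSO wells and 100% = ciprofloxacin 0.95 µg/ml wells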
* hit, by the source's call; . = no result given.

SMILES | PfHsp90 set2 | SUMO Mot1 rescue | PKA-R1A activ | phage Ecoli inh | MOR-DOR ag | Tat export inh | Pemphigus Ab inh | AddAB inh | MOR-DOR inv ag | Arrestin-AP2 inh | Ecoli viability
CCc1ccc(CN(C)C(=O)c2cc(COc3cccc4cnccc34)on2)cc1 | -2 | -4 | -15 | -2.7 | 3.7 | 15 | 118 | 1.9 | -19 | -3 | -0.4
CCCS(=O)(=O)N1CCC(C(=O)NCCN(C)Cc2ccccc2)CC1 | 4 | 170 | -5 | 2.9 | -1.3 | -1 | 108 | 1.1 | 8 | 14 | 0.9
CCOC(=O)N1CCC(NC(=O)C2CCCN(C(=O)N3CCOc4ccccc43)C2)CC1 (stereo unspecified) | -8 | 24 | -3 | 0.8 | -1.8 | -2 | 103 | 1.5 | 10 | 5 | -0.5
CSc1ccccc1NC(=O)CN(C)C(=O)CNc1ccc(C(F)(F)F)cc1[N+](=O)[O-] | . | 0 | -12 | 2.2 | -1.4 | -1 | . | -2.8 | 6 | 18 | -1.4
COc1ccc(OC)c(/C=C2\SC(=S)N(NS(=O)(=O)c3ccc(C)cc3)C2=O)c1 | -4 | 11 | 4 | -0.8 | -3.2 | 8 | 90 | -1.1 | 18 | 26 | -0.5
CCOc1ccc2c(c1)sc(=NC(=O)C1CC1)n2C | -14 | -3 | 0 | 2.4 | -1.4 | -4 | 96 | 3.7 | 8 | 2 | 1.9
CS(=O)(=O)N(CC(=O)N1CCc2ccccc2C1)c1ccc2c(c1)OCO2 | . | 162 | 5 | -4.1 | -1.5 | -2 | 99 | -1.3 | 7 | 0 | -3.0
CC1=NN(C(=O)COc2ccccc2C)C(O)(c2ccc(Cl)cc2)C1 (stereo unspecified) | -11 | 0 | -3 | 0.4 | 4.7 | -1 | 120 | -0.7 | -25 | -1 | -0.8
CNc1nc(N)c([N+](=O)[O-])c(N2CCCCCC2)n1 | -4 | 4 | -4 | 0.3 | -3.2 | -1 | 94 | 1.7 | 16 | 4 | 3.8
CN(Cc1ccccc1)S(=O)(=O)c1ccc(Cl)c(C(=O)N2CCC(C(N)=O)CC2)c1 | . | 4 | 8 | 4.0 | -2.5 | -7 | 94 | 0.1 | 13 | 4 | -0.3
CC(C)CCNS(=O)(=O)c1cc2c3c(c1)CCN3C(=O)CC2 | -9 | -1 | -4 | 1.6 | -1.5 | 11 | 104 | 4.1 | 8 | 9 | -1.4
Oc1ccc(/C=N/Nc2ccc3ccccc3c2)c(O)c1 | -3 | -13 | -15 | 1.4 | -0.6 | 1 | 93 | 0.2 | 3 | 8 | -2.1
CN(C)S(=O)(=O)c1cccc(-c2cn3cccnc3n2)c1 | 13 | -2 | -1 | 3.5 | 0.9 | -4 | 97 | -2.1 | -5 | 36 | 2.0
O=C(CNC(=O)c1cccnc1)N/N=C/c1cc(Br)c(O)c(Br)c1 | -8 | 18 | 5 | 1.4 | -3.4 | 0 | 109 | -1.6 | 16 | -3 | -0.2
O=C(CN1CCCC1c1cccs1)N1CCN(S(=O)(=O)c2ccccc2)CC1 (stereo unspecified) | 8 | . | -6 | 0.2 | -3.2 | -2 | 101 | . | 16 | 23 | .
CCNS(=O)(=O)c1ccc(CCC(=O)Nc2ccccc2)cc1 | -5 | 6 | 3 | 2.2 | -3.1 | 1 | 103 | 1.3 | 15 | -13 | 1.8
Cc1nc(SCC(=O)NC2CCCCC2C)nc(C)c1C (stereo unspecified) | 4 | 13 | -15 | 5.2 | -1.5 | -3 | 135 | 0.7 | 8 | 5 | -0.3
COc1ccc(N=Cc2c(O)n(-c3ccc(OC)cc3)c(=O)c3ccccc23)cc1 | -2 | 116 | 7 | 1.2 | -0.2 | 1 | 107 | 2.7 | 1 | 22 | -1.7
O=C(N/N=C/c1ccc([N+](=O)[O-])cc1)c1c[nH]c2ccccc12 | 30 | 22 | 0 | 3.1 | 3.1 | 3 | 100 | 1.4 | -17 | -1 | 2.1
COC(=O)c1cc(NC(=O)CN(c2cccc(OC)c2)S(=O)(=O)c2ccccc2)ccc1Cl | 22 | 46 | 2 | 1.7 | 3.4 | -2 | 99 | 4.5 | -21 | -4 | -2.3
Cc1cc(C)n2nc(C(=O)N3CCCC(N4CCN(c5ccccc5C)CC4)C3)cc2n1 (stereo unspecified) | 1 | . | 0 | 0.6 | -0.6 | 8 | 106 | . | 3 | -9 | .
Cc1cccc2c(C(=O)O)cc(-c3cccnc3)nc12 | 0 | -1 | -2 | 2.6 | -3.6 | -1 | 103 | -1.0 | 19 | -10 | -2.6
CC(CC(=O)Nc1ccc(Br)cc1F)S(=O)(=O)c1ccc2c(c1)NC(=O)CO2 (stereo unspecified) | 15 | 175 | -11 | -0.4 | -0.9 | 4 | . | 3.0 | 5 | 8 | 1.1
O=C(O)Cn1c(=O)c2c3c(sc2n(Cc2ccc(F)cc2)c1=O)CCCC3 | -2 | -16 | 2 | 0.6 | -3.1 | -15 | 105 | 0.2 | 14 | 8 | 0.3
O=C1C2C(C(=O)N1c1ccc3c(c1)OCO3)C1C=CC2C12CC2 (stereo unspecified) | 8 | -4 | -15 | 2.5 | -2.7 | 0 | . | 0.9 | 13 | -9 | -0.6
CCOC(=O)N1CCC(N2CCCC(C(=O)c3cccc(OC(C)C)c3)C2)CC1 (stereo unspecified) | -98 | 203 | -4 | 2.0 | -1.3 | -3 | 100 | 2.0 | 6 | 47 | -1.3
CC(CNC(=O)c1cccs1)c1ccc([N+](=O)[O-])cc1 (stereo unspecified) | -17 | -7 | -5 | 1.2 | -2.0 | -6 | 99 | -1.4 | 10 | 15 | 0.3
COCCNC(=O)c1cc2c(s1)-c1ccc(Cl)cc1SC2 | 2 | -13 | -11 | 0.2 | -2.3 | 2 | 105 | . | 11 | -24 | .
CCOc1cc(C(=O)Oc2cc(C)[nH]c(=O)c2[N+](=O)[O-])cc(OCC)c1OCC | -14 | -8 | -10 | 0.7 | -2.3 | 7 | 102 | 3.0 | 11 | 4 | 1.3
Cc1cc(C)nc(N/N=C/c2ccccc2OCC(=O)O)n1 | -19 | 14 | 2 | 1.0 | -3.0 | 0 | 103 | -4.0 | 16 | -2 | -2.9
CCOc1ccc(CN(C)Cc2cc(=O)oc3c(C)c(C)ccc23)cc1OC | -8 | . | -14 | -0.6 | 2.1 | -1 | 102 | . | -11 | 12 | .
Cn1c(CCNC(=O)c2cccs2)n[nH]c1=S | 17 | -6 | -9 | 2.0 | -2.0 | -4 | 110 | 3.6 | 11 | 5 | 2.6
N/C(=N\OC(=O)Oc1ccccc1)c1ccc(Br)cc1 | -5 | -16 | -3 | 0.8 | 0.4 | -6 | 101 | 1.7 | -2 | -3 | -1.1
CCn1c(CNC(=O)C2CCCCC2)cc2ccccc21 | 10 | 14 | 2 | 1.6 | 1.8 | -3 | 118 | -0.3 | -9 | 0 | -0.5
CCOC(=O)n1c(=O)oc2cc(S(=O)(=O)N3CCOCC3)ccc21 | . | -1 | -5 | 0.7 | -1.1 | 4 | 101 | 1.8 | 6 | 27 | -2.0
O=C1CC2(CCOCC2)Oc2ccc3ccccc3c21 | . | 6 | -3 | -1.9 | -2.1 | -1 | 105 | 1.8 | 11 | -8 | -2.4
O=C(CCS(=O)(=O)c1ccc(Br)cc1)Nc1ccc(Cl)cc1F | 0 | -22 | 8 | 0.7 | 1.6 | -4 | 101 | 3.1 | -8 | -1 | -1.6
CCCCCC(=O)NC(=S)NNC(=O)CC | 14 | 1 | -5 | -5.4 | -2.6 | -15 | 107 | 1.1 | 15 | 3 | -1.4
CCC1(CC)NC(=O)N(CC(=O)Nc2sc3c(c2C(N)=O)CCC3)C1=O | 13 | -5 | 5 | 0.0 | -0.8 | -2 | . | -0.7 | 4 | 7 | -1.7
N#Cc1c(N)n(Cc2ccccc2)c(=O)c2cc([N+](=O)[O-])ccc12 | -11 | -13 | -4 | -1.1 | -2.5 | -2 | 98 | -1.1 | 11 | -10 | 0.5

Quoted at random: 4 compounds from above.
SMILES | PfHsp90 set2 | SUMO Mot1 rescue | PKA-R1A activ | phage Ecoli inh | MOR-DOR ag | Tat export inh | Pemphigus Ab inh | AddAB inh | MOR-DOR inv ag | Arrestin-AP2 inh | Ecoli viability
O=C(CCS(=O)(=O)c1ccc(Br)cc1)Nc1ccc(Cl)cc1F | 0 | -22 | 8 | 0.7 | 1.6 | -4 | 101 | 3.1 | -8 | -1 | -1.6
CCOc1cc(C(=O)Oc2cc(C)[nH]c(=O)c2[N+](=O)[O-])cc(OCC)c1OCC | -14 | -8 | -10 | 0.7 | -2.3 | 7 | 102 | 3.0 | 11 | 4 | 1.3
CCOc1ccc(CN(C)Cc2cc(=O)oc3c(C)c(C)ccc23)cc1OC | -8 | . | -14 | -0.6 | 2.1 | -1 | 102 | . | -11 | 12 | .
CCOC(=O)N1CCC(N2CCCC(C(=O)c3cccc(OC(C)C)c3)C2)CC1 (stereo unspecified) | -98 | 203 | -4 | 2.0 | -1.3 | -3 | 100 | 2.0 | 6 | 47 | -1.3

New compounds follow
SMILES | PfHsp90 set2 | SUMO Mot1 rescue | PKA-R1A activ | phage Ecoli inh | MOR-DOR ag | Tat export inh | Pemphigus Ab inh | AddAB inh | MOR-DOR inv ag | Arrestin-AP2 inh | Ecoli viability
N#Cc1ccccc1OCC(=O)NNC(=O)CNC(=O)c1ccc(Br)o1 | 11 | -9 | -3 | 2.8 | -2.7 | -7 | 121 | -0.4 | 14 | 6 | 0.9
COCCn1c(CN(C)Cc2ccccc2)nc2c1c(=O)n(C)c(=O)n2C | -21 | -2 | -1 | 1.5 | -1.7 | -5 | 98 | -2.5 | 10 | 1 | 1.5
CC(C)(C)C1CCC2(CC1)CC(=O)c1ccccc1O2 (stereo unspecified) | 6 | -13 | 10 | 3.5 | 2.5 | -6 | 97 | 2.4 | -14 | . | 1.9
O=C1c2nc3cc(-c4ccco4)[nH]n3c(=O)c2CN1Cc1ccccc1 | . | -29 | . | 0.7 | . | . | 107 | -1.6 | . | 4 | -0.1
O=C(NN=C(Cc1ccccc1)Cc1ccccc1)c1ccncc1 | -11 | -8 | -4 | -1.0 | -0.3 | -4 | 116 | 3.6 | 2 | 2 | 2.3
CC(C)(C)SCCNC(=O)CN(c1ccc(F)cc1)S(=O)(=O)c1ccccc1 | 8 | 6 | -8 | 1.4 | 0.3 | 6 | 106 | 2.1 | -1 | 8 | -2.0
COC(=O)c1cc(C(C)=O)c(C)[nH]c1=O | 12 | -1 | 4 | 4.8 | -1.8 | -10 | 96 | 0.9 | 9 | 7 | 1.2
Nc1c2c3c(sc2nc(=O)n1N)CCCC3 | -17 | -4 | -8 | 1.4 | 1.9 | -2 | 97 | 0.7 | -10 | 8 | 2.9
